Assay outcomes deposited in PubChem by Broad Institute.
HSF-1 GFP decrease = GFP reporter loss versus dox-driven RFP – NIH3T3 R4 cells, cherry-pick, set 3, dose response (AID 493083) | NIH3T3 R4 HSF-1 GFP reporter, heat shock, 48 h | AC50 in µM for hits, for the others activity change, negative = inhibition, % at the top dose, mostly 19.5 µM | 4% of 2,400 active;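 active means compounds lowering signal whose fitted AC50 is at most ten times the top tested dose; inconclusive means flat fit with moderate inhibition, or poor curve fit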;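 further: 0% = neutral control wells and -100% = didemnin B positive control; many of its hits are not listed in these tables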
Active calls of the source: *; i = inactive; ? = inconclusive. Not all compounds are listed; the hit share may differ from the screen's.

Preview, 3 compounds:
SMILES | HSF-1 GFP decrease
Cc1nnc(N/N=C/c2cc(C)n(-c3ccc(F)cc3)c2C)n1N | 1.7%
Nc1nc(Cl)nc2c1ncn2C1CC(O)C(CO)O1 (stereo not drawn) | 1.4%
CCc1ccc2[nH]c(O)c(N=Nc3nc(-c4ccccc4)cs3)c2c1 | 4.7%

The list itself, from the first entry:
SMILES | HSF-1 GFP decrease
Cc1nnc(N/N=C/c2cc(C)n(-c3ccc(F)cc3)c2C)n1N | 1.7%
Nc1nc(Cl)nc2c1ncn2C1CC(O)C(CO)O1 (stereo not drawn) | 1.4%
CCc1ccc2[nH]c(O)c(N=Nc3nc(-c4ccccc4)cs3)c2c1 | 4.7%
Cn1c(=O)c2ncn(CC(=O)Nc3ccc4c5c(cccc35)CC4)c2n(C)c1=O | 29.5%
CC1(C)CC(=O)C2=C(C1)OC(N)=C(C#N)C2c1ccccc1 (stereo not drawn) | -4.9%
Fc1ccc(Cc2nnc(-c3cccs3)o2)cc1 | 2.7%
O=C(O)c1ccc(N2C(=O)CC(N3CCN(c4cccc(C(F)(F)F)c4)CC3)C2=O)cc1 (stereo not drawn) | -1.9%
COc1cc(CCCN2CCNC[C@@H]2Cc2ccc(O)cc2)cc(OC)c1OC | -6.5%
COc1ccccc1CN1CC(C(=O)NCCN2CCNC2=O)CCC1=O (stereo not drawn) | -2.4%
Cc1cccc(C(=O)NC2CCN(C(=O)Nc3ccc(F)cc3)CC2)c1 | -3.3%
CC1(C)CC2CC(C)(CN2C(=O)CCCN2C(=O)c3ccccc3C2=O)C1 (stereo not drawn) | -1.9%
O=C(COC(=O)c1cccs1)c1ccc2c(c1)OCCO2 | -10.4%
Cc1ccc(/C=C(\NC(=O)c2ccccc2)C(=O)N2CCCC2C(=O)O)cc1 (stereo not drawn) | -3.7%
Cc1ccc2nc(N(CCCN(C)C)C(=O)c3ccc(S(=O)(=O)N4CCCCCC4)cc3)sc2c1 | 8.3%
CCN(c1ccccc1)S(=O)(=O)c1cnc[nH]1 | i
CCCNC(=O)COc1ccc2c(=O)c(Oc3ccccc3F)coc2c1 | -3.6%
CCOc1ccccc1Nc1nnc(SCc2nnc(-c3cc(OC)c(OC)c(OC)c3)o2)s1 | 2.1%
CCC1Sc2ccc(S(=O)(=O)Nc3ccc(OC)cc3)cc2NC1=O (stereo not drawn) | 38.9%
C=CCOc1ccn(C)c(=O)n1 | -0.9%
C=C(C)C(=O)O[C@H]1C/C(C)=C\C(=O)/C=C(\C)[C@H](O)[C@@H]2OC(=O)C(=C)[C@@H]21 | 15.4µM*
O=C1N=C(N2CCCC2)S/C1=C\C=C\c1ccccc1 | 7.7%
CCO/C(C)=C1/SC(=S)NC1=O | -6.0%
CCOCCn1c(SCC(=O)OCc2ccccc2)nc2c1c(=O)[nH]c(=O)n2C | -5.6%
CC/C(=N\NS(=O)(=O)c1ccc(C)cc1)c1ccco1 | 5.2%
O=C(NCc1ccco1)C(=O)NCC(c1ccco1)N1CCOCC1 (stereo not drawn) | -4.2%
Cc1cccc(NC(=O)c2sc(-c3ccccc3)nc2-c2ccc([N+](=O)[O-])cc2)c1 | 1.8%
CC(C)Nc1nnc(Sc2ccc(Cl)cc2[N+](=O)[O-])s1 | 6.8%
CCN1C(=NCCc2cccs2)N[C@@H](c2cccs2)C(C(=O)OC)=C1C | 30.3%
COc1ccc(N(CC(=O)NCc2ccc(F)cc2)C(=O)Cn2nnc(-c3ccc(C)o3)n2)cc1OC | 2.1%
CCCNC(=O)N1CCCC(C(=O)c2cccc(Cl)c2)C1 (stereo not drawn) | 3.1%
CCOC(=O)c1ccc(Nc2ncnc3nc[nH]c23)cc1 | -0.5%
Cc1ccc(S(=O)(=O)N2CCN(C(=O)c3cccc(F)c3)CC2)cc1 | 1.4%
Nc1c(NC(=O)CC[n+]2ccccc2)cccc1[N+](=O)[O-] | 16.8%
Cc1cc2ccccc2c(=O)n1CC(=O)Nc1ccc2c(c1)OCO2 | 2.3%
Cc1c(/C(O)=C2/C(=O)C(=O)N(CCN3CCOCC3)C2c2ccccn2)cnn1-c1ccccc1 (stereo not drawn) | -4.5%
N#CC1=C(N)N(c2ccc(Oc3ccccc3)cc2)C(=O)C1 | 1.0%
Cc1cc(Br)c2[nH]cc(CCNC(=O)c3ccco3)c2c1 | -3.7%
Cc1c(C(=O)Nc2ccc(F)cc2)sc2ncn(CC(=O)N3CCCCC3)c(=O)c12 | -4.0%
COC(=O)c1ccc(CNC(=O)COC(=O)COc2ccc(OC)cc2)cc1 | -4.2%
Cc1cc2ccccc2n1CCNC(=O)C(C)C | 0.8%

Quoted at random: three compounds from above, in no set order.
SMILES | HSF-1 GFP decrease
Cc1cc2ccccc2c(=O)n1CC(=O)Nc1ccc2c(c1)OCO2 | 2.3%
Cc1cc(Br)c2[nH]cc(CCNC(=O)c3ccco3)c2c1 | -3.7%
Nc1c(NC(=O)CC[n+]2ccccc2)cccc1[N+](=O)[O-] | 16.8%

In the list so far, these have a thiophene ring, fused or not.
SMILES | HSF-1 GFP decrease
Fc1ccc(Cc2nnc(-c3cccs3)o2)cc1 | 2.7%
O=C(COC(=O)c1cccs1)c1ccc2c(c1)OCCO2 | -10.4%
CCN1C(=NCCc2cccs2)N[C@@H](c2cccs2)C(C(=O)OC)=C1C | 30.3%
Cc1c(C(=O)Nc2ccc(F)cc2)sc2ncn(CC(=O)N3CCCCC3)c(=O)c12 | -4.0%

Additional records.
SMILES | HSF-1 GFP decrease
O=C(NCc1ccncc1)c1ccc(Cl)c(S(=O)(=O)N2CCOCC2)c1 | 16.6%
O=C1CCCC/C1=N\Nc1ccc(C2CCCCC2)cc1 | 2.9%
O=C(COC(=O)c1ccccc1[N+](=O)[O-])c1ccc2c(c1)OCO2 | -3.8%
CCS(=O)(=O)N1CCC2(CC1)OCCN2S(=O)(=O)c1ccc(OC)cc1 | -1.9%
N/C(=N\c1nc2ccccc2o1)NC(=O)c1ccc(Cl)cc1 | -3.5%
CCCN1Cc2cccc(C(=O)N3CCN(c4ccc(OC)cc4)CC3)c2C1=O | -0.2%
CCN(CC)c1nc2c(c(=O)[nH]c(=O)n2C)n1CCOc1ccccc1 | 0.3%
CC(C)CN(C(=O)CCCSc1nc2ccccc2[nH]1)c1c(N)n(Cc2ccccc2)c(=O)[nH]c1=O | 5.9%
CC(C)(C)C(=O)Nc1ccc(N=Nc2ccccc2)cc1 | 7.8%
CC(=O)C1=C(O)C(=O)N(Cc2cccnc2)C1c1ccc(O)cc1 (stereo not drawn) | 1.3%
CC(=O)C[C@H]1c2cc(F)ccc2S(=O)(=O)N1c1ccc(N(C)C)cc1 | 1.6%
CCOC(=O)c1ccc2[nH]cc(C(C)=O)c(=O)c2c1 | 0.5%
CC(=O)Nc1ccc(CN2CCC(CO)(CCOc3ccccc3)CC2)cc1 | -3.4%
O=C(c1cccs1)n1nc(-c2ccco2)nc1SCc1ccccc1 | -2.2%
COc1cc(NS(=O)(=O)c2ccc(C)cc2)c2ncccc2c1 | 151.9%
CC1=C(C(=O)Nc2ccccc2)C(c2cc(CN3CCOCC3)cs2)C2=C(CCCC2=O)N1 (stereo not drawn) | -7.0%
Cc1cc(/C=c2/sc3nc4ccccc4n3c2=O)c(C)n1-c1ccccn1 | 42.0%
COc1c(N2CCN(C(=S)NC3CC4CCC3C4)C(C)C2)c(F)cc2c(=O)c(C(=O)O)cn(C3CC3)c12 (stereo not drawn) | 25.7%
COc1ccc(Nc2nc(Nc3ccc(OC)cc3)nc(-n3[nH]c(=O)c(C)c3C)n2)cc1 | 10.3%
COc1ccc(-c2csc(N(CCc3ccc(OC)c(OC)c3)C(=O)COc3ccccc3)n2)cc1 | -4.6%
C=CCn1c2ccccc2c2nnc(SCC(=O)O)nc21 | 5.2%
O=C(Cn1nnc2ccccc21)NNC(=S)NC1CCCCC1 | -1.9%
Cc1ccc(NC(=O)NCC(c2cccnc2)N2CCOCC2)cc1 (stereo not drawn) | -9.1%
COc1ccc2ccccc2c1/C=N/N1C(=O)CSC1=S | 1.6%
CCOC(=O)C1=C(CN2CCN(C(=O)c3ccco3)CC2)NC(=O)NC1c1ccc(OC)cc1 (stereo not drawn) | 0.7%
CN(Cc1ccccc1)C(=O)CCn1c(=O)oc2ccccc21 | -1.6%
Cc1ccc(S(=O)(=O)N(C)CC(=O)N2CCc3ccccc32)cc1 | 0.8%
O=C1C(=O)c2ccc(-c3ccccc3)cc2-c2ccccc21 | ?
NC(=O)c1ccsc1NC(=O)C1CCCCC1 | -4.2%
CCCS(=O)(=O)N1CCc2cc(OC)c(OC)cc2C1 | -3.5%
CCN1C/C(=C/c2ccc(OC)c(O)c2)C(=O)/C(=C/c2ccc(OC)c(O)c2)C1 | ?
CC1CC(C)CN(C(=O)c2ccc(CSc3nc4ccncc4[nH]3)cc2)C1 (stereo not drawn) | 52.5%
COc1cccc(-c2c(NC(C)=O)n(C)c3ccccc3c2=O)c1 | -3.9%
O=C(O)CCSc1ncnc2sc(-c3ccccc3)cc12 | -6.0%
C=CCNc1cc(C)oc(=O)c1C(=O)CCC | -5.6%
Cc1[nH]c2ccc(-c3nnc(SCC(=O)c4ccc(F)cc4)o3)cc2c1C | 8.8%
Cc1cc(C(=O)CSc2nnc3ccccn23)c(C)n1-c1ccccc1 | 9.1%
O=C(Nc1cccc2ncccc12)C(Cl)(Cl)Cl | -9.6%
O=C(NCc1ccccc1C(F)(F)F)C12CN(Cc3ccccc3)CC1C(c1ccc([N+](=O)[O-])cc1)=NO2 (stereo not drawn) | 2.2%
OC1(c2ccc(Br)cc2)CCN(Cc2cccc(Br)c2)CC1 | 1.6%
CC1(C)CC(=O)C(N=Nc2ccc(OC(F)F)cc2)=C(O)C1 | -8.6%
CCC(=O)n1nc(-c2cccnc2)nc1NCc1cccs1 | -3.2%
CCOC(=O)c1cccnc1NC(=O)c1ccncc1 | -4.5%
Cn1c(C(=O)O)c(CC(=O)Nc2ccc3c(c2)OCCO3)c2ccccc21 | -2.3%
COc1ccc(/C=N/NC(=O)Nc2cccc3nsnc23)cc1OC | 12.9%
CCOC(=O)c1ccc(NC(=S)NC(=O)C2CCCC2)cc1 | 8.0%
CCOc1ccc(-c2nc(CSCC(=O)NC3CC3)c(C)o2)cc1 | -1.6%
CC1CCN(CC(=O)c2cccs2)CC1 | -0.7%
CCc1cc(C(=O)NCC(C)(C)N2CCOCC2)sc1C | 5.0%
CCCOc1ccc(CC(=O)N/N=C\c2ccc(F)cc2)cc1 | 4.8%
Next section:
SMILES | HSF-1 GFP decrease
COc1ccc(S(=O)(=O)NCC(c2cccnc2)N2CCN(C)CC2)cc1OC (stereo not drawn) | -5.0%
CS(=O)(=O)c1ccc(NC(=O)c2ccc3c(c2)S(=O)(=O)N=C2CCCCCN23)cc1 | -2.1%
Cn1c2c(c(=O)n(C)c1=O)C(CC(=O)Nc1ccccc1)C(=O)N2 (stereo not drawn) | 0.1%
O=C(COC(=O)CNC(=O)c1ccccc1F)Nc1cccnc1Cl | -5.4%
O=C(Cn1[nH]c(=O)c2ccccc2c1=O)OCC(=O)c1ccccc1Cl | -4.3%
COC(=O)Nc1sccc1C(=O)Nc1sccc1C(=O)OC | 8.2%
Cc1ccc(CO/N=C/c2c(O)cc(C)oc2=O)cc1 | -4.4%
O=C(O)c1cccc2cc(-c3ccccc3)oc(=O)c12 | -4.8%
CCOc1ccc(NCc2nc3ccccc3n2CCOc2ccccc2)cc1 | 39.4%
CCOC(=O)Cc1cnc(NC(=O)c2ccccc2)s1 | 14.6%
Cc1ccccc1NC(=O)N1C2CCCC1CC(NC(=O)C1CC1)C2 (stereo not drawn) | 2.1%
COc1ccc(N(Cc2cc3cc(OC)ccc3[nH]c2=O)S(=O)(=O)c2ccc(NC(C)=O)cc2)cc1 | -11.5%
Cc1cc(C(=O)Nc2cccc(C(=O)O)c2)oc1C | -3.3%
CCOC(=O)N1CCC(NC(=O)CN2C(=O)CSc3nc(C)cc(C)c32)CC1 | -7.1%
COc1ccc(/C=N/NC(=O)c2cc(-c3cccn3C)n[nH]2)cc1OC | 2.0%
CC1Cc2ccccc2N1C(=O)C12CCC(C)(C(=O)C1)C2(C)C (stereo not drawn) | 3.7%
COC(=O)c1cc(S(=O)(=O)NCCc2ccccc2)c[nH]1 | -5.0%
O=C(CNC(=S)N(CCCN1CCOCC1)Cc1cccs1)NCc1ccccc1Cl | 2.9%
NC(=S)N/N=C/c1cc([N+](=O)[O-])ccc1OCCOc1ccccc1 | -2.0%
Cc1ccccc1OCC(=O)OCC(=O)c1ccc(-c2ccccc2)cc1 | -10.1%
Nn1c(SCc2ccccc2)nnc1-c1ccco1 | -4.7%
Cc1ccc(C(=O)O/N=C(\N)c2ccccn2)c(C)c1 | 4.5%
CCCCNC(=O)C(=O)N/N=C/c1ccc(C(=O)OC)cc1 | -0.7%
O=C(c1ccco1)N1CCN=C1SCc1ccccc1F | 8.7%
Oc1ccccc1N1CCN(c2ncnc3scc(-c4ccc(F)cc4)c23)CC1 | 12.6%
CCCCn1c(=O)[nH]c(=O)c2c1nc(Cn1ncc(Cl)c(Cl)c1=O)n2CCC | ?
COC(=O)c1cc2ccsc2n1Cc1nc(-c2ccc(Cl)cc2)oc1C | 3.2%
Cc1ccc(C(=O)N/N=C/c2ccc([N+](=O)[O-])s2)cc1 | 40.8%
CN(C)c1ccc(/C=N/NC(=O)c2cccc(N3CCCC3=O)c2)cc1 | 0.0%
CCOc1ccc(NCC(=O)c2ccc(C)cc2)cc1 | 28.5%
Cc1nc2ccc(S(=O)(=O)NC(C(=O)NCc3cccs3)C(C)C)cc2s1 (stereo not drawn) | -6.9%
Fc1ccc(CO/N=C/C2=C(Cl)c3ccccc3CC2)cc1 | -0.1%
CC1C/C(=N/Nc2nc3ccccc3[nH]2)CC(C)(C)C1 (stereo not drawn) | -9.8%
c1cncc(-c2nnc(SCc3nc4ccccc4[nH]3)o2)c1 | 12.9%
CCOC(=O)c1c(NC(=O)CSc2nnc(-c3c[nH]c4ccccc34)n2C)sc2c1CCCC2 | 2.3%
C=CCc1c(C)nc2c(-c3ccccc3)cnn2c1N1CCOCC1 | 1.3%
O=C(Cc1ccc(O)cc1)NC1CCCCCC1 | 2.6%
COC(=O)c1nn(-c2ccc3c(c2)CCN3C(C)=O)cc1O | -7.7%
